# Source: PubChem (National Center for Advancing Translational Sciences (NCATS))
# PKM2 act: increases activity of human pyruvate kinase M2; P14618; Potency, µM (highest dose often 57.5 µM), for the others: at the highest dose activation, most hits filed as activators; purified PKM2, Kinase-Glo ATP luminescence, activation; response scale: 0% is enzyme alone, no compound; actives 0.34% (n = 260,000); AID 1631; further: potency means the concentration at half of the fitted maximal effect; on the % scale 0 is the no-effect control and ±100 the full control effect; nearly all actives have a fitted effect of over 55% in size
# Target sequence (P14618 whole entry, looked up): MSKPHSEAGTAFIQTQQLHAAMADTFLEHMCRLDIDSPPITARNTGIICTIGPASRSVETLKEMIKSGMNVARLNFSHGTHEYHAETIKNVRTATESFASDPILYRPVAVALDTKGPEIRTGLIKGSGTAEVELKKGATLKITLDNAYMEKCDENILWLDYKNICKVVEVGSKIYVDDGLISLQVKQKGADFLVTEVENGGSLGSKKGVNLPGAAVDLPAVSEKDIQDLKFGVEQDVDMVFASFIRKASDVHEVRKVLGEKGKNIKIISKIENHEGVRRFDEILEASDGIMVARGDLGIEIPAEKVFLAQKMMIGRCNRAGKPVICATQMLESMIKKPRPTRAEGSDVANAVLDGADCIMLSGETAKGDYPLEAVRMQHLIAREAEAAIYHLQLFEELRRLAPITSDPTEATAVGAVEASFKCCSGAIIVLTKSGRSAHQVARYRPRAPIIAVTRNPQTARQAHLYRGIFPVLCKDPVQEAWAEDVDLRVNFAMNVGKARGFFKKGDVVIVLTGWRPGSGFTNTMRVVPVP
#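 Purified hPK-M2 (>95% pure) converted ADP (0.1 mM final) to ATP with 0.5 mM PEP in 50 mM imidazole pH7.2, KCl, MgCl2, Tween 20, BSA; 1 h at room temperature. ATP detected by Kinase-Glo luminescence.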
# Rab9 prom act: activators of Rab9 promoter; actives 2.8% (n = 320,000); Potency, µM (highest dose often 9.22 µM), inactives show top-dose activation, negative = inhibition, usual class: activators; Huh7 Rab9 promoter-luciferase reporter, luminescence, 24 h; further: potency means the concentration at half of the fitted maximal effect; % of control where 0% means no effect; nearly all actives have a fitted effect of over 60% in size
#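 Cells were plated at 1500 per well in reduced-serum medium with 10% FBS and left 2 h. Compound in DMSO was then added for 24 h at 37 °C. Reporter signal was read by luminescence after 10 min with luciferase detection reagent.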
# FLuc modulator: counter-screen for miR-21 project: firefly luciferase inhibitors or activators; P08659; purified FLuc, Km substrates, luminescence inhibition; Potency, µM (top dose mostly 57.5 µM), without a hit: at the highest dose activity change, negative = inhibition, actives largely listed as inhibitors; actives 6.9% (n = 360,000); AID 588342;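 further: potency means the concentration at half of the fitted maximal effect; plate controls were vehicle for no effect and reference inhibitor for full effect; nearly all actives have a fitted effect of over 55% in size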
# Target sequence (P08659 whole entry, looked up): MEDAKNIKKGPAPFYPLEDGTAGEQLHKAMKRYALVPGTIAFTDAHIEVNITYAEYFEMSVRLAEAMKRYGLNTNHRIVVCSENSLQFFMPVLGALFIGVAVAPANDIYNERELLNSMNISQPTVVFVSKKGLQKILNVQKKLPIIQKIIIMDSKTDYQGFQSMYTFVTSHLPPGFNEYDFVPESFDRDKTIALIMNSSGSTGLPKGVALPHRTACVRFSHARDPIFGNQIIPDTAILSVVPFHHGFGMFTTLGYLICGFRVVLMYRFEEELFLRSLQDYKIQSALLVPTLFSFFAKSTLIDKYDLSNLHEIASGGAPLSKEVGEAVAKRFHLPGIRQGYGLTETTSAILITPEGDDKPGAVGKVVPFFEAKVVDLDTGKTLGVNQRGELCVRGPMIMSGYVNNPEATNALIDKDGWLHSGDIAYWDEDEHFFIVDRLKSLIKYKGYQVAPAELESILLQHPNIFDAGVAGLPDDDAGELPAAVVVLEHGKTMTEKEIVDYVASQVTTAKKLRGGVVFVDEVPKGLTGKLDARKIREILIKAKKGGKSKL
#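 Biochemical qHTS of compounds, final roughly 60 µM downward over six points, against 10 nM purified firefly luciferase using Km concentrations of substrates (10 uM D-luciferin, 10 uM ATP) in Tris acetate pH 7.5 buffer; luminescence output.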
# ELG1 genotox: genotoxicity induction in ELG1-luciferase HEK293T cells; AID 504466; actives 1.3% (n = 330,000); Potency, µM (doses to about 46 µM), without a hit: top-dose activity change, positive = activation, actives largely listed as activators; HEK293T ELG1-luciferase reporter, luminescence, 16 h; further: potency means the concentration at half of the fitted maximal effect; % of control where 0% means no effect; nearly all actives have a fitted effect of over 60% in size
#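 Genotoxic stress is detected as increased luminescence from luciferase-tagged ELG1 in HEK293T cells, measured with ONE-Glo after a 16 hr treatment at 37 °C.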
# RORg inh: inhibitors of mouse ROR gamma transcriptional activity; Drosophila S2 Gal4-RORgamma UAS-luciferase reporter, 20 h; P51450; Potency, µM (titrated, usually from 53.6 µM), inactives show top-dose activity change, negative = inhibition, actives largely listed as inhibitors; actives 5.4% (n = 310,000); further: potency means the concentration at half of the fitted maximal effect; on the % scale 0 is the no-effect control and ±100 the full control effect; nearly all actives have a fitted effect of over 60% in size
#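 Using a luciferase readout, inhibitors were identified by reduced reporter activity in Drosophila cells coexpressing a copper-inducible Gal4–ROR gamma fusion and UAS-driven Photinus luciferase, incubated 20 hr after 700 uM copper sulfate.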
# NPC1 promoter act: activates the NPC1 promoter; Huh7 NPC1 promoter luciferase reporter, 24 h; Potency, µM (doses to about 9.22 µM), inactives show at the highest dose activation, usual class: activators; actives 2.4% (n = 320,000); AID 485313;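 further: potency means the concentration at half of the fitted maximal effect; % of control where 0% means no effect; nearly all actives have a fitted effect of over 60% in size; reporter is driven by a mutant NPC1 promoter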
#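 Cells: Huh7 expressing luciferase under the NPC1 promoter, 1500/well. Seeded 2 h, compound added, incubated 24 h at 37 °C. Luciferase reagent, 10 min ambient, then luminescence.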
# Menin MLL FP TR: inhibitors of human menin-MLL interaction, mutant MLL peptide | actives 0.23% (n = 270,000) | AID 1768 | Menin + Texas Red MLL mutant peptide, fluorescence polarization | O00255 | Potency, µM (series often up to 61.6 µM), for inactives: at the top dose FP activity change, negative = inhibition, most hits filed as inhibitors; active means well fitted inhibition curve with a large enough effect in the polarisation, with a control signal flat, not every such curve was filed as active; inconclusive means small, poorly fitted or top-dose-only effect, or effect the other way, or a change in a side signal; inactive means no such curve, though single readings can be large or run the other way; the % refers to the polarisation; further: potency means the concentration at half of the fitted maximal effect; % of control where 0% means no effect; many of its hits are not listed in these tables
# Gal4-VP16 FLuc: inhibits Gal4-VP16 luciferase reporter, ROR gamma counter-screen. actives 3.5% (n = 310,000). Potency, µM (doses to about 53.6 µM), without a hit: top-dose activity, negative = inhibition, actives largely listed as inhibitors. AID 2546. Drosophila S2 Gal4-VP16 UAS-luciferase, luminescence, 20 h;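 further: Gal4-VP16 expression switched on by copper sulfate through the metallothionein promoter; potency means the concentration at half of the fitted maximal effect; on the % scale 0 is the no-effect control and ±100 the full control effect; nearly all actives have a fitted effect of over 50% in size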
# BRCA1 expr up: activators of BRCA1 expression; actives 1.1% (n = 380,000); AID 624202; MCF7-BRCA1-FFLuc reporter, luminescence, 48 h; response scale: scaled: vehicle 0%, 10 µM genistein 100%; Potency, µM (doses to about 46.1 µM), for the others: at the highest dose activation, hits mostly activators; further: potency means the concentration at half of the fitted maximal effect; nearly all actives have a fitted effect of over 80% in size; some results filed as inactive show a strong effect at the top dose
#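 First, MCF7-BRCA1-FFLuc cells (2000/well) attach for 2 h; next, compounds are pin-added and incubated 48 h at 37 °C; finally, luciferase reagent is added and luminescence read after 15 min.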
# Giardia killer: kills Giardia lamblia. activity change, % at 7.66 µM, hits read low. Giardia lamblia trophozoite viability. actives 0.15% (n = 340,000). AID 540267; in the data active means activity change below about -80%; inconclusive means between about -30% and that limit;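 further: parasites exposed to compound for two days anaerobically before the ATP read; on the % scale 0 is the no-effect control and ±100 the full control effect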
#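 Killing of trophozoites was scored by loss of ATP luminescence after a 48 hrs anaerobic exposure to compounds at 37 deg C, using 100 cells per well.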
# p53 reactivator: re-activators of mutant p53; actives 0.063% (n = 320,000); H1299 p53-A138V BP100-luciferase reporter, luminescence, 24 h; Potency, µM (series often up to 92.2 µM), without a hit: at the top dose activity change, positive = activation, actives largely listed as activators; further: potency means the concentration at half of the fitted maximal effect; % of control where 0% means no effect; nearly all actives have a fitted effect of over 45% in size
#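 p53-null H1299 cells stably carrying temperature-sensitive p53-A138V and a BP100-luciferase reporter were pinned with compounds (4-point, 1:5 series) and held 24 hrs at 37 deg C. Luminescence was read 10 min after detection reagent.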
# * = called active by the depositor; ? = inconclusive; / = not tested or not shown; & = joins results of further samples; [ ] = remark or other dose. Unless noted, the call rests on the fitted dose curve; in most records, active means well fitted curve in the direction sought with a large enough effect; inconclusive means small, poorly fitted or top-dose-only effect, or another doubt; inactive means no such curve, though single readings can be large; an effect the other way counts as inactive or inconclusive. The list is partial; count on the stated rates, not on these rows.
SMILES,PKM2 act,Rab9 prom act,FLuc modulator,ELG1 genotox,RORg inh,NPC1 promoter act,Menin MLL FP TR,Gal4-VP16 FLuc,BRCA1 expr up,Giardia killer,p53 reactivator
COc1ccc(/C=N/NC(=O)c2cccc(NC(C)=O)c2)c(OC)c1,-10%,3%,-17%,0%,20%,1%,?,-8%,-12%,-23,0%
CCOC(=O)CN(C(=O)CNC(=O)c1ccco1)C(C(=O)NC1CCCC1)c1ccccc1OCC (configuration not stated),-3%,0%,2%,4%,-1%,-1%,-5%,0%,0%,7,1%
COc1ccccc1NC(=S)NC(=O)Cc1ccc(Cl)cc1,-2%[11.5 µM],6%,2%,4%,7.1µM*,-50%[inhibitor],?,4.5µM*,-25%,-6,/
CCOC(=O)Cc1csc(NS(=O)(=O)c2cccc([N+](=O)[O-])c2)n1,0%,-2%,2%,0%,2%,-5%,?,0%,-16%,-25,/
Cc1ccccc1N/N=C/c1ccc(C#N)cc1,3%,3%,?,8%,5%,2%,?,-2%,56%,-5,0%
COc1cccc(NC(=O)CNC(=O)Cn2cnc3sc4c(c3c2=O)CCCC4)c1,22%,-1%,3%,0%,28%,-5%,1%,1%,-2%,-22,-8%
Cc1ccc(CNC(=O)CCC2CCCN(Cc3cccc4cccnc34)C2)o1 (configuration not stated),2%,11%,0%,-1%,18%,0%,-13%,-5%,-9%,17,1%
Cc1ccc(NC(=O)NCCCN2CCCC2=O)cc1C,2%,19%,-3%,18%,26%,23%,0%,12%,31%,-11,?
COc1ccc(C(C)=O)cc1CSc1nc2ccccc2c(=O)n1-c1ccccc1C,3%,-2%,-2%,2%,-2%,-4%,-9%,0%,-62%,2,-9%
Cc1cc(Nc2ccc(Cl)cc2)nc(N)n1,2%,?,19µM*,?,11%,?,8%,-5%,86%,-1,3%
CCOC(=O)c1cnc(-n2nc(C)cc2C)nc1Oc1ccc(C#N)cc1,-1%,-3%,0%,2%,1%,-2%,/,-10%,-13%,6,-4%
Cc1ccc2c(c1)sc1nc(=O)n(-c3ccc(Cl)cc3)c(=O)n12,0%,27%,-6%&1%,9%,10%,29%,-2%,10%,-42%,-12,?
COc1cccc(N2C(=O)CC(Nc3ccc(N4CCOCC4)cc3)C2=O)c1 (configuration not stated),7%,1%,3%,-1%,13%,-3%,4%,2%,-30%,8,12%
O=C(Cc1ccccc1F)Nc1ccc(SC(F)F)cc1,1%,1.6µM*,5.4µM*,?,38%,4µM*,12%,?,?,-14,?
CCOC(=O)c1c(NC(=O)CSc2nnc(-c3c[nH]c4ccccc34)n2CCOC)sc2c1CCCCC2,-2%,-7%,-1%,-1%,?,1%,-11%,-6%,-65%,14,1%
C=CCOc1ccc(/C=C/C(=O)OCC(=O)N2CCC(c3ccccc3)=N2)cc1,/,3%,1%,-4%,/,-6%,/,/,8%,-8,3%
COc1ccc(OC)c(C2=NOC(C(=O)NCc3cccnc3)C2)c1 (configuration not stated),/,-17%,0%,0%,1%,3%,0%,-4%,-34%,3,0%
O=C(CCn1cnc2ccccc2c1=O)Nc1cccc(Cl)c1,0%,-6%,3%,0%,-16%,2%,7%,7%,8%,-2,-12%
COc1cc2[nH]c(=O)n(CCC(=O)N3CCN(Cc4ccccc4)CC3)c(=O)c2cc1OC,-2%,5%,-4%,-6%,-2%,-4%,-23%,-17%,8%,16,-3%
CCCc1ccc(C(=O)NNc2ccccc2F)cc1,2%,?,17µM*,?,8%,?,/,4%,?,7,1%
CCC(C(=O)NCCCN1CC(C)CC(C)C1)n1ncn2c(cc3occc32)c1=O (configuration not stated),/,-2%,-1%,-2%[9.26 µM],-3%,0%,-18%,-7%,-10%,-22,6%
O=C(O)CCCNS(=O)(=O)c1ccc2c(c1)OCCCO2,-2%,-4%,-1%,-1%,-3%,-2%,4%,-4%,4%,?,0%
COc1ccccc1/C=C/C(=O)NCCC1=CCCCC1,-1%,3.2µM*,11µM*,?,6%,4µM*,-14%,-6%[10 µM],2.8µM*,-5,-1%
Cc1cccc(C(=O)Nc2cccc(OCC(=O)O)c2)c1,-29%,-8%,15µM*,1%,-25%,-4%,-10%,-12%,-23%,11,-1%
O=C(Nc1ccc2c(c1)CCC2)c1ccccc1Br,-3%,1.6µM*,4.8µM*,2.3µM*,-35%,1.6µM*,0%,-1%,?,-3,?
SMILES,PKM2 act,Rab9 prom act,FLuc modulator,ELG1 genotox,RORg inh,NPC1 promoter act,Menin MLL FP TR,Gal4-VP16 FLuc,BRCA1 expr up,Giardia killer,p53 reactivator
CC(C)(C)C(=O)/C=c1\[nH]c(=O)/c(=C\c2ccc(F)cc2)s1,3%,-4%,24µM*,-21%,?,0%,?,?,-40%,-15,24%
Cn1c(N)c(C(=O)COC(=O)c2ccc(Cl)nc2)c(=O)n(C)c1=O,-1%,-4%,3%,-1%,21%,-1%,5%,-3%,-8%,-20,-2%
O=C(NCc1ccc(F)cc1)C1CCN(S(=O)(=O)N2CCCCC2)CC1,-1%,-2%,0%,-1%,0%,-4%,-25%,-2%,-2%,-9,16%
CCOC(=O)N1CCC(n2c(SCC(=O)Nc3nccs3)nc3ccsc3c2=O)CC1,-3%,5%,0%,-4%,-38%,0%,24%,-7%,-8%,19,-8%
CN(C)CCN1C(=O)NC(C)(c2ccc([N+](=O)[O-])cc2)C1=O (configuration not stated),-6%,1%,-2%,4%,-18%,1%,-2%,0%,0%,26,-1%
CCC1CCCCN1Cc1nc(Cc2ccccc2Cl)no1 (configuration not stated),1%,-4%,6%,1%,-21%,-5%,/,0%,11%,-6,4%
Cc1ccc(S(=O)(=O)NC23CC4CC(CC(C4)C2)C3)cc1,/,-12%,/,0%,/,-1%,/,/,-12%,2,5%
C=C(C)C1CC=C(C(=O)O)CC1 (configuration not stated),/,9%[46.1 µM],/,/,-18%,0%[46.1 µM],-2%&-4%,-2%,/,/,/
COc1cccc(NC(=O)CN2C(=O)NC(C)(CCC(C)C)C2=O)c1 (configuration not stated),-9%,-3%,-7%,-1%,38%,0%,?,-2%,-25%,-1,-2%
COc1ccc([N+](=O)[O-])cc1NC(=S)Nc1ccccc1,-5%,0%,3%,-1%,-3%,1%,17%,7%,-19%,-11,13%
CCOC(=O)C1=C(O)CSC1=Nc1ccc(Cl)cc1,-3%,1%,0%,2%,12%,-1%,11%,0%,-5%[1.84 µM],2,-3%
CC(C)(C)c1ccc(COC(=O)CN2C(=O)NC3(CCCC3)C2=O)cc1,/,-2%,2%,-3%,/,9%,/,/,-3%,-4,-6%
COC1=C(Nc2ccc(O)cc2)C(=O)c2ccccc2C1=O,-11%,3%,?,1%,-33%,13%,-18%,-26%,-86%,-15,?
CCc1nn(C)c(-c2n[nH]c(=S)n2N)c1Cl,4%,6%,1%,0%,-37%,0%,-10%,0%,-3%,-13,-4%
O=C(CSc1nnc(CNC(=O)c2cccs2)o1)NCc1ccc(F)cc1,-3%,0%,-1%,2%,-10%,6%,0%,0%,21%,-7,1%
O=C(Oc1c(Cl)cc(Cl)c2cccnc12)N1CCCCC1,-1%,10%,-2%,?,21%,0%,10%,-1%,1%,-5,9%
Cc1ccc2sc(N(CCCN(C)C)C(=O)c3nc4ccccc4s3)nc2c1C,-10%,9%,-4%,-1%,-24%,0%,-13%,6%,-91%,-17,4%
COC(=O)c1ccc(NC(=O)N2CCCC(C(=O)c3ccccc3OC)C2)cc1 (configuration not stated),-1%,-7%,?,-7%,21%,-5%,8%,-1%,-21%,0,-5%
O=c1cc(-c2ccc3c(c2)OCCO3)oc2ccc(Cl)cc12,-2%,0.45µM*,0.38µM*,2.9µM*,9%,0.63µM*,8%,4%,?,-17,93%
c1n[nH]c(SCCCCSc2ncn[nH]2)n1,0%,4%,3%,3%,19%,-2%,4%,-1%,20%,-13,2%
CCN1CCN(c2nnc(-c3ccc(F)cc3)c3ccccc23)CC1,1%,-5%,-13%,-4%,-20%,1%,-18%,4%,-25%,12,-2%
Cc1nnc(SC(C)C(=O)Nc2ccc(N3CCOCC3)cc2)n1Cc1ccccc1 (configuration not stated),/,-5%,-2%,-2%,/,5%,/,/,-17%,-10,-3%
CCOC(=O)C1CCN(C(=O)COC(=O)C2CCN(S(=O)(=O)c3ccc(C)c(C)c3)CC2)CC1,/,-4%,0%,-3%,/,-4%,/,/,0%,-15,5%
CC(C)CC(C(=O)O)C(C)CC(=O)Nc1ccn(-c2ccccc2)n1 (configuration not stated),-5%,-3%,-1%,1%,-30%,-2%,-13%,6%,8%,-7,7%
NC(N)=NCCC[C@H](NC(=O)OCc1ccccc1)C(=O)O,1%,-11%,10%,2%,-1%,-2%,3%,-14%,-18%,0,-5%
CCCn1c(SCC(=O)NCc2ccccc2)nnc1-c1ccncc1,-6%,-2%,-2%,0%,-13%,0%,-8%,11%,-18%,4,1%
